Bioassay records as filed in PubChem BioAssay.
West Nile antiviral – inhibition of WNV-induced cytopathic effect – cell-based, CPE readout (AID 1621); CPE inhibition, % at 10 µM, or IC50 in µM where a hit was titrated; West Nile virus-infected cells, CPE inhibition; higher % means a stronger effect; 290,000 compounds, 0.02% hits; in the data active means a potency from the dose series; inconclusive means CPE inhibition mostly from about 3.7% at the one dose, without a potency; inactive means the rest, 99 in 100 with CPE inhibition below about 2.2%; further: strong numbers were not always called active
KOR beta-arrestin-1 – kappa opioid receptor blockers – cell-based, luminescence, uHTS (AID 1778). KOR beta-arrestin recruitment, luminescence, antagonist mode; higher % means a stronger effect. inhibition, % at 10 µM, or IC50 in µM where a hit was titrated. 290,000 compounds, 0.091% hits; in the data active means inhibition above about 50%; further: strong numbers were not always called active
T cell HTS – T cell immune modulators affecting CD8 T cell-vesicle binding | 2C CD8+ T cell-vesicle binding, flow cytometry; stronger effect = lower value | calls only at 7 µM | 330,000 compounds, 0.068% hits | AID 2052;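 active means response, share of CD8 T cells binding vesicles, and their 90th percentile fluorescence all below set limits, cut at about 80% in these data, passing the limit was not always enough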
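Incubation: binding step 1.5 h, 37 °C, antibody labelling 20 min, ice; system: murine 2C transgenic CD8+ T lymphocytes; technique: cytometric PE anti-B7-1 and Alexa647 anti-CD8 signals after 1% paraformaldehyde fixation; also added: QL9-charged Drosophila Ld/ICAM-1/B7-1 vesicles; control set: naked versus QL9-loaded vesicles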
GPR55 beta-arrestin – selective activators of receptor GPR55 – imaging, U2OS cells, beta-arrestin-GFP redistribution, primary screen (AID 1961); U2OS GPR55 beta-arrestin-GFP redistribution imaging; higher % means a stronger effect; activation, % at 10 µM; hits with a dose series show EC50 in µM; 290,000 compounds, 0.048% hits;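 active means activation above 40% with more than 50 cells counted in the well; inconclusive means wells holding fewer than 50 cells, flagged as toxic or sparse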;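 further: U2OS osteosarcoma cells stably expressing GPR55 and beta-arrestin-GFP; plate controls were DMSO negative control for no effect and LPI positive control for full effect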
GPR35 arrestin U2OS – GPR35 antagonists blocking zaprinast-driven arrestin recruitment, primary screen, imaging, U2OS, beta-arrestin-GFP, zaprinast agonist (AID 2058). 290,000 compounds, 0.052% hits. U2OS GPR35 beta-arrestin-GFP translocation imaging, zaprinast antagonism; higher % means a stronger effect. inhibition, % at 10 µM; hits with a dose series show IC50 in µM;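 active means inhibition of at least 50% with at least 30 cells and total cytoplasm GFP at most 10,000,000; inconclusive means under 30 cells or total GFP of 10,000,000 plus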
KOR beta-arrestin-2 – kappa opioid receptor activators – cell-based, luminescence, uHTS, primary screen (AID 1777); KOR beta-arrestin recruitment, luminescence; higher % means a stronger effect; activation, % at 10 µM, or EC50 in µM where a hit was titrated; 280,000 compounds, 0.02% hits; in the data active means activation above about 50%, passing the limit was not always enough; further: a part of the inactive calls stands beside numbers as strong as those of hits
Salmonella PhoP GFP – inhibitors of PhoP regulon expression, primary screen, Salmonella Typhimurium, GFP reporter (AID 1863) | S. Typhimurium PhoP-regulated promoter GFP reporter, 4 h; higher % means a stronger effect | one-dose inhibition, % at 50 µM; IC50 in µM for titrated hits | 300,000 compounds, 0.16% hits;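 active means inhibition over 29.93%, a cutoff 3 SD above the screen mean, later confirmed by dose response; inconclusive means inhibition over 29.93% but no dose response follow-up; inactive means inhibition at most 29.93% or unconfirmed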;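 further: 0% = low Mg2+ inducing control and 100% = high Mg2+ repressing control; strong numbers were not always called active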
GPR55 antagonists – inhibition of LPI-stimulated GPR55 beta-arrestin translocation – imaging, U2OS, beta-arrestin-GFP, LPI agonist, primary screen (AID 2013) | one-dose inhibition, % at 10 µM; IC50 in µM for titrated hits | 290,000 compounds, 0.13% hits | U2OS GPR55 beta-arrestin-GFP translocation imaging, LPI antagonism; higher % means a stronger effect;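 active means spots per cell inhibited over 60%, with over 100 cells counted and total cytoplasm intensity under 500,000; inconclusive means wells with under 100 cells, flagged as likely toxic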;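 further: U2OS cells stably carrying GPR55 and arrestin-GFP stimulated by 5 µM LPI near EC80; imaged beta-arrestin-GFP aggregate spots per cell after agonist stimulation; plate controls were LPI-stimulated DMSO wells for no effect and DMSO wells without LPI for full effect; some results filed as inactive read as strong as hits; confirmed hits need IC50 under 10 µM and bright autofluorescent wells are also inconclusive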
NTR1 agonist – agonists of NTR1, primary screen, imaging, U2OS cells, beta-arrestin-GFP, high content (AID 493036) | NTR1-U2OS beta-arrestin-GFP spot imaging, agonist mode | activation, % at 20 µM | 330,000 compounds, 0.17% hits;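 active means activation at or above 40% of the spot to cytoplasm intensity ratio, with at least 20 cells analyzed; inconclusive means wells under 20 cells, flagged as cytotoxic or low count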;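 further: 0% = DMSO without peptide and 100% = 100 nM NTR1 peptide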
Target sequence (P30989 whole entry, looked up): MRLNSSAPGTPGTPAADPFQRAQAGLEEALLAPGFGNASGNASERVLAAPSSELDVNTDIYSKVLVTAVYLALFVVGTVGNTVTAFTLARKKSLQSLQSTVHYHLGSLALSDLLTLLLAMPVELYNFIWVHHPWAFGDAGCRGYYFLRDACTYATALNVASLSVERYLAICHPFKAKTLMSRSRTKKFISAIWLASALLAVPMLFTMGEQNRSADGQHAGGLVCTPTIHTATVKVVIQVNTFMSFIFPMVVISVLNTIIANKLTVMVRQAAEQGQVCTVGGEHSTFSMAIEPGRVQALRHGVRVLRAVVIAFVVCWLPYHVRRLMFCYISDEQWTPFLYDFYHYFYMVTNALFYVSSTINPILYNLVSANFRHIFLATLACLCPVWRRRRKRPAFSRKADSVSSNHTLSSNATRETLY
T cell HTS vesicle-bound % – second read-out of T cell HTS, no call of its own (marks repeat the call); double positive events, %; measured here: CD8+ vesicle-bound cell fraction;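 binding gate set so that unloaded-vesicle control wells show 10% double positive cells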
NTR1 agonist cell count 20 µM – further read-out of NTR1 agonist, marked with its call; cell count; measured here: cell count, cytotoxicity flag
* hit, by the source's call; i = inactive; ? = inconclusive; / = no result given; [ ] = another dose, or the depositor's remark.

entry | compound | West Nile antiviral | KOR beta-arrestin-1 | T cell HTS | T cell HTS vesicle-bound % | GPR55 beta-arrestin | GPR35 arrestin U2OS | KOR beta-arrestin-2 | Salmonella PhoP GFP | GPR55 antagonists | NTR1 agonist | NTR1 agonist cell count 20 µM
1 | COCCN(Cc1cc2cc3c(cc2nc1Cl)OCO3)C(=O)c1cccc(C)c1 | -0.3% | 5% | i | 13 | 0.7% | -3% | 3.1% | 0% | 3% | 1.7 | 62
2 | Cn1c(N)c(C(=O)COC(=O)c2nc(Cl)ccc2Cl)c(=O)n(C)c1=O | 0.4% | 2% | i | 18 | -0.2% | 0% | 0.3% | 3% | -2% | -1.4 | 55
3 | Cc1cc(OCC(=O)NCCN2CCOCC2)cc(C)c1Cl | -0.5% | -22% | i | 16 | 0.5% | 12% | -3.7% | -2% | -4% | -0.5 | 51
4 | Clc1ccccc1-c1nnc2sc(-c3ccccn3)nn12 | -0.5% | -1% | / | / | -0.3% | 1% | 10% | 1% | -6% | / | /
5 | Cc1ccc(C)c(OCc2nc(-c3cccnc3)no2)c1 | 0.7% | 6% | i | 36 | -0.2% | 3% | 0.2% | 8% | 16% | 2.4 | 49
6 | C#CC(=O)N(c1cc(OC)ccc1OC)C(C(=O)NC1CCCC1)c1cccs1 (centres undefined) | -2.0% | -28% | i | 28 | 1.7% | 19% | 3.3% | 32% | 10% | 6.6 | 54
7 | Cc1ccc(NC(=O)CN(C)C(=O)CCOc2cccc(C)c2)cc1 | -0.9% | -19% | i | 46 | -0.2% | 10% | -5.3% | -6% | 7% | 1.5 | 35
8 | Cc1ccc2c(C)c(C(=O)N3CCN(c4ccncc4)CC3)oc2c1C | -1.4% | -18% | i | 36 | -0.1% | 3% | 2.9% | -3% | 3% | 0.1 | 51
9 | CCOc1ccc(C(O)Cc2nc3ccccc3n2C)cc1 (centres undefined) | 0.0% | -14% | i | 39 | 0.1% | 11% | -0.8% | 3% | 13% | -0.4 | 58
10 | CCCCC(=O)N(Cc1ccc(F)cc1)C1CCS(=O)(=O)C1 (centres undefined) | 0.0% | -11% | i | 37 | -0.3% | -4% | 4.0% | -1% | -3% | 0.1 | 58
11 | Cc1cc(C)nc(SCC(=O)N2CCCCC2)n1 | 0.4% | 3% | i | 7 | -0.2% | -5% | 4.7% | -7% | -17% | 0.9 | 31
12 | O=C(CCCn1c(=S)[nH]c2ccsc2c1=O)Nc1ccc2c(c1)OCO2 | 0.0% | -2% | i | 23 | -0.2% | -13% | 3.2% | -4% | 1% | 1.1 | 60
13 | O=C(CCc1c[nH]c2ccccc12)OCc1cccc(C(F)(F)F)c1 | -0.6% | 3% | i | 17 | 0.5% | -3% | 7.0% | 2% | 10% | 11 | 52
14 | COC(=O)c1ccc(OCC(O)CN2CCOCC2)cc1 (centres undefined) | 1.0% | -15%[20 µM] | i | 52 | 1.2% | 0% | -2.9% | 6% | 10% | -0.7 | 58
15 | CO/N=C\Cc1oc(=O)c(NC(=O)c2ccccc2)cc1C(=O)OC | 0.1% | -40% | i | 49 | 0.3% | 11% | 0.5% | -9% | 7% | 1.3 | 64
16 | CN(C)c1ccc(C2N(C(=O)N3CCOCC3)CCN2S(=O)(=O)c2ccccc2)cc1 (centres undefined) | 0.0% | 2% | i | 34 | -0.2% | -5% | 2.8% | 11% | 28% | -0.9 | 89

The final 2 records of the part above lead into the next:
entry | compound | West Nile antiviral | KOR beta-arrestin-1 | T cell HTS | T cell HTS vesicle-bound % | GPR55 beta-arrestin | GPR35 arrestin U2OS | KOR beta-arrestin-2 | Salmonella PhoP GFP | GPR55 antagonists | NTR1 agonist | NTR1 agonist cell count 20 µM
15 | CO/N=C\Cc1oc(=O)c(NC(=O)c2ccccc2)cc1C(=O)OC | 0.1% | -40% | i | 49 | 0.3% | 11% | 0.5% | -9% | 7% | 1.3 | 64
16 | CN(C)c1ccc(C2N(C(=O)N3CCOCC3)CCN2S(=O)(=O)c2ccccc2)cc1 (centres undefined) | 0.0% | 2% | i | 34 | -0.2% | -5% | 2.8% | 11% | 28% | -0.9 | 89
17 | CN1CCN(CCCCOc2ccccc2C=O)CC1 | 1.2% | -35%[20 µM] | i | 29 | 0.2% | 15% | -1.6% | 5% | -2% | 0.0 | 36
18 | COc1ccc2cc3c(N)nn(C(=O)C4CCC(C(C)(C)C)CC4)c3nc2c1 (centres undefined) | ? | -28% | i | 44 | 0.3% | 4% | 2.8% | 2% | 11% | 42* | 79*
19 | O=C(CN1C(=O)NC2(CCCC2)C1=O)Nc1ccc(F)cc1 | 0.8% | 6% | i | 33 | -0.2% | 9% | -1.5% | 4% | -3% | 0.4 | 85
20 | COc1ccc(-n2ccc3ccccc32)cc1 | 0.6% | 15% | i | 66 | 0.4% | 4% | -4.6% | 7% | -2% | 0.5 | 92
21 | Cc1cc(C)n(C2CC(=O)N(c3ccc(Cl)c(Cl)c3)C2=O)n1 (centres undefined) | 2.1% | -13% | i | 42 | 0.6% | -17% | -0.7% | -5% | 4% | 0.4 | 40
22 | O=C(CN1CCN(c2ccccc2O)CC1)Nc1ccc2c(c1)CCC2 | -0.9% | -3% | i | 27 | 0.5% | -3% | -5.8% | -6% | 7% | 2.5 | 85
23 | CC(=O)NC(Cc1c[nH]c2ccccc12)C(=O)N1CCc2ccccc2C1 (centres undefined) | -0.9% | 12% | i | 38 | -0.2% | -6% | -3.3% | -7% | -12% | -3.0 | 80
24 | CC(C)Oc1ccc(C2CCC(=O)NC2=O)cc1 (centres undefined) | -0.2% | 30% | i | 42 | -0.2% | -2% | 1.4% | -25% | -8% | 2.0 | 62
25 | CCOC(=O)c1sc(NC(=O)C2CC(=O)N(c3ccccc3C)C2)nc1C (centres undefined) | -1.0% | 18% | i | 55 | 0.6% | 10% | -2.1% | -2% | -3% | -1.3 | 52
26 | COc1ccccc1OCCCn1cc(C#N)c2ccccc21 | 0.1% | 6% | i | 22 | 0.2% | 0% | -1.3% | -5% | 2% | 5.4 | 45
27 | Cc1noc2nc(-c3cccs3)cc(-c3nnc4n3CCCCC4)c12 | / | -29% | / | / | -0.1% | -2% | 0.4% | / | -4% | / | /
28 | CCC(c1nnnn1C(C)(C)CC)N(CCCO)Cc1cc2cc(C)cc(C)c2[nH]c1=O (centres undefined) | -0.4% | -12% | / | / | -0.1% | -2% | -6.9% | 10% | 5% | / | /
29 | COC(=O)C1CCN(C(=O)c2c(-c3ccccc3Cl)noc2C)CC1 | 0.1% | 20% | i | 29 | 0.3% | -5% | -1.3% | 4% | 13% | 0.1 | 92
30 | C=CCNC(=O)/C(C#N)=C/c1ccccc1[N+](=O)[O-] | 0.1% | -10% | i | 48 | -0.1% | 9% | 8.4% | 7% | 13% | -0.4 | 92
31 | COC(=O)c1ccc(/C=N/Nc2nc(-c3ccc(Cl)cc3Cl)cs2)cc1 | 0.1% | 4%[20 µM] | / | / | -0.1% | -16% | -3.3% | -5% | 0% | / | /
32 | COc1ccc(-n2cnnc2SCC(=O)Nc2cc(S(=O)(=O)N3CCCCC3)ccc2C)cc1 | -0.9% | / | i | 4 | 0.5% | 2% | 1.9% | 0% | 16% | 1.8 | 66
33 | CC(C)C(=O)Nc1cccc(S(=O)(=O)c2cccc(NC(=O)C(C)C)c2)c1 | -0.3% | -4% | i | 49 | -0.3% | 2% | -3.6% | 5% | 0% | -0.8 | 45
34 | CC(C)C[C@H]1CN=C(Nc2ccccc2)N1CC1CCCCC1 | -1.9% | 6%[20 µM] | i | 16 | 0.2% | -1% | -3.7% | 4% | 1% | 6.5 | 84
35 | CC(C)CN1CCC(=O)N([C@H](COc2ccccc2)c2ccccc2)CC1 | -1.0% | -27%[20 µM] | i | 16 | 0.0% | 18% | 1.5% | 5% | 8% | 1.9 | 50
36 | COc1ccc(C(=O)NCc2nnc(SCC(=O)N3CCC(C)CC3)o2)cc1 | -0.5% | -27% | i | 49 | 0.2% | 1% | 2.5% | 9% | 3% | 0.5 | 96
37 | COc1ccnc(Oc2ccc(C)cc2C)c1C#N | -0.4% | -14% | i | 22 | 0.0% | 0% | 4.8% | -3% | 13% | -0.6 | 43
38 | Cc1c(C)c(C)c(S(=O)(=O)N2CCSCC2)c(C)c1C | -0.6% | 14% | i | 60 | 0.2% | 5% | 0.1% | -8% | -1% | 1.5 | 42
39 | COc1ccc(NC(=O)CN2C(=O)COc3ccc(S(=O)(=O)N4CCOCC4)cc32)cc1 | -0.6% | -27% | i | 12 | -0.1% | 0% | -1.2% | -10% | 6% | -0.7 | 55
40 | Cc1nn(CC(=O)Nc2ccc(Cl)cn2)c(C)c1[N+](=O)[O-] | 0.3% | -18% | i | 52 | 0.2% | -1% | 0.5% | 1% | -8% | -0.1 | 64
41 | Cc1ccccc1C(=O)NNC(=O)c1ccc(Br)cc1 | -0.3% | 25% | i | 62 | 0.5% | -12% | -2.5% | 6% | 12% | 2.5 | 97
42 | N#C/C(=C\c1ccc(OC(=O)c2ccc(Cl)s2)cc1)c1nc2ccccc2[nH]1 | -0.3% | -1% | i | 25 | 0.3% | 3% | 6.3% | -10% | 10% | 1.5 | 54
43 | Cc1cccc(C)c1Nc1nnc(SC/C(O)=C(\C#N)c2nc3ccccc3[nH]2)s1 | 0.6% | 7% | i | 54 | -0.2% | 8% | -2.6% | -4% | 28% | 3.6 | 42
44 | Cn1c(Cn2c(=O)sc3ccccc32)nnc1SCC(N)=O | -0.2% | 20% | i | 30 | -0.5% | -10% | 2.3% | -5% | 6% | 1.0 | 42
45 | Nc1nc(SCC(=O)NCCO)nc2sc3c(c12)CCCC3 | 0.8% | -8% | i | 28 | -0.3% | 0% | -2.6% | 4% | 0% | -0.6 | 42
46 | O=C(/C=C/c1cccc(F)c1)NCCCn1ccnc1 | -0.8% | 13% | i | 65 | -0.1% | 19% | 1.3% | -8% | -3% | 0.2 | 93

Not a hit list; 0.62% or so of the library scored in one or more.
